Screens from PubChem BioAssay.
OX1R antagonist = human HCRTR1 antagonism. CHO/OX1R cells, Fluo-8 calcium fluorescence, orexin A. inhibition, % at 5 µM. 330,000 tested, 0.43% active. AID 434989;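 active = inhibition above its plate's threshold, mean inhibition of all tested compounds on the plate plus 3 SD, cut at about 37% in these data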;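 note: 0% = orexin A challenge wells and 100% = SB-334867-A antagonist wells; not every result past the cut was called active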
Target sequence (O43613 whole entry, looked up): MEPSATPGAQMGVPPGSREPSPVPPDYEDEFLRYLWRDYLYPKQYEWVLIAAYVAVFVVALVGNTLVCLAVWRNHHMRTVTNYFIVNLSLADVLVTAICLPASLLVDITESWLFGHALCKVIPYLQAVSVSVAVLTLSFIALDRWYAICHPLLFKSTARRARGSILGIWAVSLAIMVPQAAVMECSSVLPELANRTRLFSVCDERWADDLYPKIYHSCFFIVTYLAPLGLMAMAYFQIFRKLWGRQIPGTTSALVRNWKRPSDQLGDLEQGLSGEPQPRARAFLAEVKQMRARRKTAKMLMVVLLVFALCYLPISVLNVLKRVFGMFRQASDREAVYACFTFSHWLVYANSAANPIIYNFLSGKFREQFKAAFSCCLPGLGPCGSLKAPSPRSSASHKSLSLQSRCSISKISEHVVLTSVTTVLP
CHT PAM = human CHT allosteric activation; Q9GZV3; 310,000 tested, 0.49% active; B-score at 10 µM; CHT-expressing cells, membrane potential dye, choline EC20; active compounds read high; LV-AA mutant CHT in HEK293 cells;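 active = initial fluorescence not abnormally high and integrated response B-score, plate-corrected, over 3 SD above library mean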
Target sequence (Q9GZV3 whole entry, looked up): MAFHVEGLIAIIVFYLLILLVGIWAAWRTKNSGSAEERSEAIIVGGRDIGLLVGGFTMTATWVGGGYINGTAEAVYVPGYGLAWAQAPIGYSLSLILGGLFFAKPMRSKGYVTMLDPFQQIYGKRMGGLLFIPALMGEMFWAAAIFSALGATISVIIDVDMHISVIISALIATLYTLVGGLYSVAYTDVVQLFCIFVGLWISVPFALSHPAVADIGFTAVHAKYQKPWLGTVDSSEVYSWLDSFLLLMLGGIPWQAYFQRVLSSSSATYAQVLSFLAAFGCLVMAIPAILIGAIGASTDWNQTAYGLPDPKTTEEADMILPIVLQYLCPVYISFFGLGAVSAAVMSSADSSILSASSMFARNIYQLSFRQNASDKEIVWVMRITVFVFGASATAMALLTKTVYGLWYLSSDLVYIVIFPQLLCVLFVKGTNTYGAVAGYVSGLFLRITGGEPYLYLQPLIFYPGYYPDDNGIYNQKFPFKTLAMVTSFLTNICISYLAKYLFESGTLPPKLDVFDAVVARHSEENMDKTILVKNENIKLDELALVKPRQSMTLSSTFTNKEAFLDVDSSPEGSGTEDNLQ
The depositor's hits bear a star; i = inactive; x = no result given.

Second line of a record – CHT PAM | OX1R antagonist
O=C(N[C@@H]1c2ccccc2CC[C@@H]1OCc1ccccc1)c1ccc(-c2ccccc2)cc1
  x | -18.2
COc1ccc(OC)c(/C=C2\Oc3cc(OCC(=O)N4CCC(C(=O)O)CC4)ccc3C2=O)c1
  i | 4.8
COc1ccc(/C=C/C(=O)OCC(=O)NC2CCCCCCC2)cc1
  x | -10.2
COc1ccc(OC)c(Nc2nc(-c3c(C)nc4ncccn34)cs2)c1
  i | -19.2
CC(NC(=O)c1cc(S(=O)(=O)N2CCCC2)ccc1Cl)c1ccccn1 (stereo not given)
  x | -2.3
Cc1cccc2c(SCC(N)=O)nc(-c3ccccc3)nc12
  i | -17.6
CCN(CC(=O)NC(C)C)Cc1nc2sc3c(c2c(=O)[nH]1)CCC3
  i | -16.1
CNCc1ccccc1Sc1cccc(O)c1
  i | 0.7
COc1ccc(-c2cc(C(=O)Oc3ccc([N+](=O)[O-])cc3)c3ccccc3n2)cc1
  i | -7.2
O=P(O)(CCCP(=O)(O)CCc1ccccc1)CCc1ccccc1
  i | -13.7
CCOC(=O)c1cc2cc(OC)ccc2nc1C
  i | -16.8
O=C(O)C1=CCNCC1
  i | -9.8
CCc1c(C)nc2nc(NC(C)=O)[nH]n2c1=O
  i | -0.3
CC(=NCc1ccco1)c1c(O)n(C2CCCCC2)c(=O)[nH]c1=O
  i | -24.0
CCOc1ccc(-c2csc(N)c2C(=O)OC)cc1
  i | -14.9
Cn1nc([N+](=O)[O-])c(C(C#N)c2nc3ccccc3n2C)c(Cl)c1=O (stereo not given)
  i | -12.0
O=C(NC(=S)NCc1ccccc1)c1ccccc1
  i | -12.1
NS(=O)(=O)c1ccc(Nc2nc(-c3ccc4ccccc4c3)cs2)cc1
  i | 30.5
Nc1c(-c2ccccc2)c(CN2CCOCC2)nn1-c1ccc(F)cc1
  i | -14.8
Cc1cc(NC(=O)c2ccoc2C)no1
  i | -7.2

Second line of a record – CHT PAM | OX1R antagonist
COc1ccc(/C=C(\C#N)c2nc3ccc(C)cc3[nH]2)cc1Oc1ccc(C(F)(F)F)cc1[N+](=O)[O-]
  i | -9.0
O=C(Nc1nc(-c2cccs2)cs1)c1ccco1
  i | -26.3
Cc1ccc(O)c(NC(=O)Cc2ccc3ccccc3c2)c1
  i | -14.2
O=C(NNc1nccc(C(F)(F)F)n1)Nc1cccc(Cl)c1
  i | -2.9
COc1cccc(CN(C)Cc2nc3cc(C(F)(F)F)ccc3c(=O)[nH]2)c1
  i | -5.5
O=C(NNc1ccc(-c2csnn2)cc1)c1ccccc1C(F)(F)F
  i | -1.9
COC(=O)c1c(C)[nH]c(C(=O)/C=C/c2ccc(C)cc2)c1C
  i | -13.0
COc1ccc(N2CCN(C(=S)Nc3ccccc3)CC2)cc1
  i | -10.7
CN(C)/C=N/c1sc2c(c1C#N)CCCC2
  i | -15.2
Cc1nc(C)c(-c2csc(N)n2)s1
  i | -16.8
O=C1Nc2ccccc2C1Cc1ccc(OC(F)(F)F)cc1 (stereo not given)
  i | 4.0
CC(=O)Nc1ccc2oc(-c3ccccc3Br)nc2c1
  i | 2.9
Cc1nn(C)c(=O)n1-c1ccc(Oc2ccccc2)cc1
  i | 3.1
Cc1ccc(OCC(=O)Nc2cccc3nsnc23)c(C)c1
  i | -15.4
O=C(Nc1ccc(Br)cc1)C1CCCN(S(=O)(=O)c2cccnc2)C1 (stereo not given)
  i | -18.6
COC(=O)[C@@H]1C[C@@]2(Br)c3ccccc3N(S(=O)(=O)c3ccccc3)[C@H]2N1C(=O)OC
  i | -20.5
CCCC(=O)NCCc1ccc(S(N)(=O)=O)cc1
  i | -1.6
CCOc1ccc(C(=O)Nc2ccc(N3CCN(C(C)=O)CC3)cc2)cc1[N+](=O)[O-]
  i | -26.1
O=C1NC2(CCCCC2)C(=O)N1Cc1ccc([N+](=O)[O-])cc1
  i | -8.4
NC1=NC(=O)C(Cc2cccc(Cl)c2Cl)S1 (stereo not given)
  i | -1.0

Pulled one by one from the entries so far:
Second line of a record – CHT PAM | OX1R antagonist
O=C(Nc1ccc(Br)cc1)C1CCCN(S(=O)(=O)c2cccnc2)C1 (stereo not given)
  i | -18.6
COc1ccc(-c2cc(C(=O)Oc3ccc([N+](=O)[O-])cc3)c3ccccc3n2)cc1
  i | -7.2
O=C(NC(=S)NCc1ccccc1)c1ccccc1
  i | -12.1
COc1ccc(N2CCN(C(=S)Nc3ccccc3)CC2)cc1
  i | -10.7
Nc1c(-c2ccccc2)c(CN2CCOCC2)nn1-c1ccc(F)cc1
  i | -14.8
Cc1nc(C)c(-c2csc(N)n2)s1
  i | -16.8
O=C(O)C1=CCNCC1
  i | -9.8

Continuation.
Second line of a record – CHT PAM | OX1R antagonist
O=c1cc[nH]c2c1ccc1c(=O)cc[nH]c12
  i | -6.0
COC(=O)c1ccc(CSc2nc3c(c(=O)n2-c2ccc(C)cc2)SCC3)o1
  i | -37.4
O=C(c1cccc(S(=O)(=O)N2CCCCC2)c1)N1CCCCC1
  i | -22.2
O=C(CSc1ncn(-c2ccccc2)n1)NCc1ccccc1
  i | -11.6
COC(=O)c1ccc(OC)c(CN2CCCN(Cc3cc(C)ccc3C)S2(=O)=O)c1
  i | -7.9
O=C(Nc1nnc(-c2ccco2)o1)c1ccc(Cl)s1
  i | -1.8
CCN(CC)C(=O)CSc1nc(-c2ccccc2)cc(=O)[nH]1
  i | -13.8
COc1ccccc1CNS(=O)(=O)c1ccc2c(c1)CC(C)N2C(=O)C1CC1 (stereo not given)
  i | 16.9
Cc1ccc(N2CC(C(N)=O)CC2=O)cc1C (stereo not given)
  i | 5.0
CCOC(=O)c1sc(S(C)(=O)=O)c2c1CC(C)(C)C/C2=N/O
  i | -24.6
COc1cccc2cc(C(=O)N(C)C)c(=O)oc12
  i | -10.7
COc1ccc2occ(NC(C)=O)c2c1
  i | -14.3
COc1ccc(CCN(C)C2CCCN(S(=O)(=O)C(C)C)C2)cc1OC (stereo not given)
  i | -17.1
O=C(O)c1ccccc1S(=O)CCO (stereo not given)
  i | -0.8
CC(=O)Nc1ccc(S(=O)(=O)N2CCSC2)cc1
  i | -4.6
Clc1cccc(N2CCN(c3ncnc4nc[nH]c34)CC2)c1
  i | 9.5
COc1ccccc1/C=C/C=N/n1c(-c2ccc(C)cc2)n[nH]c1=S
  i | -22.8
CCOC(=O)c1c(C)[nH]c(C2=NNC(=Nc3cccc(Cl)c3)SC2)c1C
  i | -9.6
CCCN(CC(=O)Nc1ccccc1C)C(=O)C1CC(=O)N(c2cccc(C)c2C)C1 (stereo not given)
  i | -9.2
O=C(O)CCc1ccc(S(=O)(=O)N2CCOCC2)cc1
  i | -0.3

Full records as entered above. Order of values: CHT PAM | OX1R antagonist
`CC(=O)Nc1ccc(S(=O)(=O)N2CCSC2)cc1` across the screens: i | -4.6
`O=C(O)c1ccccc1S(=O)CCO` (stereo not given) across the screens: i | -0.8
`COc1cccc2cc(C(=O)N(C)C)c(=O)oc12` across the screens: i | -10.7
`O=c1cc[nH]c2c1ccc1c(=O)cc[nH]c12` across the screens: i | -6.0

(list continues)
Second line of a record – CHT PAM | OX1R antagonist
CCOC(=O)CCn1c(CC(=O)OCC)nc2ccccc21
  i | -34.6
Cc1ccc(N(CC(=O)NCc2ccccc2)C(=O)CCC(=O)Nc2nccs2)cc1
  i | -19.1
CCOC(=O)c1c(NC(=O)CSc2nnnn2-c2ccccc2)sc2c1CCC(C)C2 (stereo not given)
  i | -11.4
NS(=O)(=O)c1ccc(CNC(=O)NC2(c3ccccc3)CC2)cc1
  i | -10.2
CCOC(=O)[C@H]1[C@H]2COc3ccc(Cl)cc3[C@@H]2N2C(=O)c3ccc(Cl)cc3NC(=O)[C@@]12C
  i | -4.3
CS(=O)(=O)Nc1ccc(C2=NN(C(=O)c3ccco3)C(c3ccccc3)C2)cc1 (stereo not given)
  i | -2.7
CC1CC(C)CN(S(=O)(=O)c2cccc3nonc23)C1 (stereo not given)
  i | -28.5
O=C(CSc1nc(-c2ccccc2)c(-c2ccccc2)[nH]1)NCC1CCCO1 (stereo not given)
  i | -27.4
CCCCNC(=O)C1CC(=O)N(C2CCCC2)C1 (stereo not given)
  i | -5.8
CC(C)[C@@H]1COC(c2cccc(C3=N[C@H](C(C)C)CO3)n2)=N1
  i | 7.1
C=CCNC(=O)c1c(Br)cnn1-c1ccc(C)cc1
  i | -28.8
Cc1cccc(NC(=O)c2cnn3ccccc23)c1C
  i | -11.5
CSC1=N/C(=C\c2ccc(F)cc2)C(=O)S1
  i | -15.2
O=c1[nH]c(N/N=C/c2ccccc2)nc2ccccc12
  i | -23.2
O=c1[nH]c2ccccc2n2cnnc12
  i | -0.4
COc1ccccc1NC(CC(=O)c1ccccc1)C(=O)OCC(=O)c1ccc(C)cc1 (stereo not given)
  i | -5.9
C=C(C)C1CC=C(C)/C(=N/NC(=O)COc2ccccc2Cl)C1 (stereo not given)
  i | -47.7
CC1CCCCN1S(=O)(=O)c1ccc(S(=O)(=O)NCCc2ccncc2)cc1 (stereo not given)
  i | -16.4
CCC(CC)C(=O)NCc1ccccc1Cl
  i | -15.7
Cn1c(=NC(=O)CS(=O)(=O)c2ccccc2)sc2cc([N+](=O)[O-])ccc21
  i | 10.3

Second line of a record – CHT PAM | OX1R antagonist
COCCNC(=O)c1cccc(NS(=O)(=O)c2cccc3cccnc23)c1
  i | -7.5
COc1cccc(N2CCN(CC(=O)NC(=O)NCc3ccco3)CC2)c1
  i | -12.6
O=C(NCCN1CCN(C(=O)NC2CCCCC2)CC1)NC1CCCCC1
  i | -13.1
Cc1nnc(-c2ccccc2)c(=O)n1/N=C/c1c(O)ccc2ccccc12
  i | 15.8
Cn1nc(C(=O)Nc2nc(-c3ccc(F)cc3)cs2)ccc1=O
  i | -6.4
Cc1ccc(CSc2nsc(C)c2C#N)cc1
  i | -16.5
O=C(c1ccncc1)N1c2ccccc2Sc2ccccc21
  i | -41.2
COc1ccc(CN2CCNC(=O)C2CC(=O)NC2CCCCCC2)cc1C (stereo not given)
  i | -21.7
O=C1CCN(C(=O)CSc2ccc(Cl)cc2)N1
  i | 5.7
CN(c1ccc(C(=O)NCc2ccccn2)cc1)S(C)(=O)=O
  i | -2.3
Cn1c(=O)c2c(ncn2CC(=O)N(Cc2ccccc2)c2ccccn2)n(C)c1=O
  i | -12.0
CCCOc1ccccc1/C=N/NC(=O)C1CC1
  i | x
O=C(Nc1ccon1)c1nc[nH]c1C(=O)N1CCN(c2ccccc2)CC1
  x | -1.3
CSc1ccccc1OCc1cc(C(=O)NCCn2ccnc2C)no1
  i | -3.6
Cc1ccc(/C=C/C(=O)Nc2ccccc2C(N)=O)cc1
  i | -13.8
O=C(CN1C(=O)CCC1=O)Nc1nc(-c2cccs2)cs1
  i | -13.3
Cc1cc(=O)oc2cc(OCC(=O)OCC(=O)NC3CC3)ccc12
  i | -30.1
O=C(CN1CCCCC1)N1CCc2ccccc21
  i | -8.4
N#Cc1ccccc1Cn1cc(/C=C/[N+](=O)[O-])c2ccccc21
  i | 18.4
Fc1ccc(CO/N=C/C2=C(Cl)c3ccccc3CC2)cc1
  i | -10.2

Second line of a record – CHT PAM | OX1R antagonist
CCOc1ccc(Cc2n[nH]c(=S)n2N)cc1
  i | -0.2
CC(=O)c1ccc(NS(=O)(=O)c2ccc3ccccc3c2)cc1
  i | -27.5
Cc1ccc(-c2cc(C(=O)NCc3ccccn3)c3ccccc3n2)cc1
  i | -31.2
CN(C)C1=NCCN1CCCC1CCCCC1
  i | -4.2
CCOc1ccc(NC(=O)C2CCN(c3nnnn3-c3ccccc3)CC2)cc1
  i | -34.1
CCN(C(=O)c1c(OC)cccc1OC)c1nnc(-c2cccnc2)s1
  i | -35.0
CCc1ccc(-n2c(=O)c3ccccc3n3c(=S)[nH]nc23)cc1
  i | -4.1
O=c1c2c3c(sc2nc2n1CCC2)CCCC3
  i | -7.4
CC(=O)Nc1ccc2nc3c(=O)n(C)c(=O)n(C)c3nc2c1
  i | 2.6
COc1cc(C(=S)N2CCCC2)ccc1OCC(N)=O
  i | -3.8
CCCn1nc(C(=O)NNC(=O)c2ccc(C)c(C)c2)c2ccccc2c1=O
  x | -50.9
CCCCn1nc2cc(C(=O)NCC34CC5CC(CC(C5)C3)C4)ccc2c1OCC
  i | -26.8
COc1ccc(NC2CCCN(C(=O)C3(C)CCCCC3)C2)cc1 (stereo not given)
  i | -6.5
CCOC(=O)C1CCCN(CCC(=O)Nc2ccccc2C)C1 (stereo not given)
  i | -24.7
Cc1ccc(S(=O)(=O)N[C@@H](Cc2ccccc2)C(=O)N2CCC(C(=O)N[C@@H](CCC(N)=O)C(=O)O)CC2)cc1
  i | -13.9
CCc1nc(C)ccc1OCC(=O)O
  i | -8.3
COc1cccc(NC(=O)COc2cccnc2[N+](=O)[O-])c1
  x | -13.8
COc1ccc(-n2nc(C(=O)NCC(=O)NCCCN3CCCCCC3)c3ccccc3c2=O)cc1Cl
  i | -20.9
COc1cccc(C(=O)Nc2ccc3ccccc3c2)c1
  i | -13.0
O=C(CCc1nnc(C2CCCCC2)o1)N1CCN(C2CCCCC2)CC1
  i | -33.0

Second line of a record – CHT PAM | OX1R antagonist
CCOCCCNC(=S)N1CCN(CC)CC1
  i | 4.4
Nn1nnc2ccccc21
  i | -11.3
C=CCSc1nnc(-c2cc(C(C)(C)C)nn2Cc2ccc(F)cc2)n1C
  i | -36.0
O=C(COC(=O)CC12CC3CC(CC(C3)C1)C2)Nc1ncc(Cl)cc1Cl
  i | -19.6
COc1ccc(S(=O)(=O)N2CCCCC2)cc1NC(=O)c1cncc(Br)c1
  x | -18.4
CN(C)c1ccc(N=Nc2ccccc2C(=O)OCC(=O)N(C)c2ccccc2)cc1
  i | 0.5
O=S(=O)(NC1CCCCC1N1CCN(c2ccccc2F)CC1)c1ccc(Cl)cc1 (stereo not given)
  i | -45.6
